Source: PubChem BioAssay (several laboratories)
NTR1 ag: agonists of NTR1, primary screen, imaging, U2OS cells, beta-arrestin-GFP, high content (AID 493036); NTR1-U2OS beta-arrestin-GFP spot imaging, agonist mode; 0.17% of 330,000 active; activation, % at 20 µM;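 active = activation at or above 40% of the spot to cytoplasm intensity ratio, with at least 20 cells analyzed; inconclusive = wells under 20 cells, flagged as cytotoxic or low count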;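 also: 0% = DMSO without peptide and 100% = 100 nM NTR1 peptide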
Target sequence (P30989 whole entry, looked up): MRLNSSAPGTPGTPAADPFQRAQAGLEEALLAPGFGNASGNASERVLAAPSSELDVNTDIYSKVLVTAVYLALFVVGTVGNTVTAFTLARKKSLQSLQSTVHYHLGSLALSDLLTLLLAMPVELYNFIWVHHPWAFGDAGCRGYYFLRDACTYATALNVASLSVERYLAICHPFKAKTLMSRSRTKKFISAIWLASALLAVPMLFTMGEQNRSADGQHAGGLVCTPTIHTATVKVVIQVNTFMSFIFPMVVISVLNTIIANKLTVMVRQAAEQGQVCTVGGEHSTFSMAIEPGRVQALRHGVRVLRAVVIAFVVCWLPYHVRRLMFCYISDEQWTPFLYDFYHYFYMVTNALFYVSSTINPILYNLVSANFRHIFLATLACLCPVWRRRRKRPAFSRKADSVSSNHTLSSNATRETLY
NS5 inhibitors: Dengue-2 NS5 methyltransferase inhibitors, primary screen, biochemical, confirmation dose response (AID 588689); Genome polyprotein (Dengue virus type 2 (strain 16681-PDK53)); Dengue-2 NS5 methyltransferase capping enzyme assay, biochemical; higher % means a stronger effect; inhibition, % at 25 µM; hits with a dose series show IC50 in µM; 0.3% of 340,000 active; in the data active = a potency from the dose series; inconclusive = inhibition above about 29% without an active follow-up result
GPR55 antagonists: GPR55 antagonists blocking LPI-driven arrestin recruitment, primary screen, imaging, U2OS, beta-arrestin-GFP, LPI agonist (AID 2013) | 0.13% of 290,000 active | U2OS GPR55 beta-arrestin-GFP translocation imaging, LPI antagonism; higher % means a stronger effect | G-protein coupled receptor 55 (Homo sapiens) | one-dose inhibition, % at 10 µM; IC50 in µM for titrated hits;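 active = spots per cell inhibited over 60%, with over 100 cells counted and total cytoplasm intensity under 500,000; inconclusive = wells with under 100 cells, flagged as likely toxic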;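 also: U2OS cells stably carrying GPR55 and arrestin-GFP stimulated by 5 µM LPI near EC80; imaged beta-arrestin-GFP aggregate spots per cell after agonist stimulation; plate controls were LPI-stimulated DMSO wells for no effect and DMSO wells without LPI for full effect; some results filed as inactive read as strong as hits; confirmed hits need IC50 under 10 µM and bright autofluorescent wells are also inconclusive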
GPR55 beta-arrestin: GPR55 agonists via beta-arrestin recruitment, primary screen, imaging, U2OS cells, beta-arrestin-GFP redistribution (AID 1961); G-protein coupled receptor 55 (Homo sapiens); U2OS GPR55 beta-arrestin-GFP redistribution imaging; higher % means a stronger effect; one-dose activation, % at 10 µM; EC50 in µM for titrated hits; 0.048% of 290,000 active;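 active = activation above 40% with more than 50 cells counted in the well; inconclusive = wells holding fewer than 50 cells, flagged as toxic or sparse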;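 also: U2OS osteosarcoma cells stably expressing GPR55 and beta-arrestin-GFP; plate controls were DMSO negative control for no effect and LPI positive control for full effect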
Rac1 GTP hydrolysis: MgcRacGAP GTPase-activating activity inhibitors, confirmation, biochemical, ADP Hunter fluorescence; MgcRacGAP-stimulated Rac1 GTP hydrolysis, ADP Hunter fluorescence; higher % means a stronger effect; GST-tagged Rac1 F28L mutant substrate; one-dose inhibition, % at 30 µM; IC50 in µM for titrated hits; 0.6% of 340,000 active; AID 624330, 2012;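 active = first-screen hits whose inhibition reached a set limit at any dose in the follow-up dose series; inconclusive = inhibition above the set first-screen limit but never retested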;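 also: fluorescence reports GDP produced by GAP-driven GTP hydrolysis; strong numbers were not always called active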
Yfh1-off respiration: enhancers of respiration in Yfh1-depleted yeast, dose response, Friedreich's ataxia, plus single-dose screen (AID 1465) | S. cerevisiae Yfh1-off respiration, WST-1 reduction, 72 h; higher fold induction means a stronger effect | fold induction at 50 µM; hits with a dose series show EC50 in µM | 0.074% of 220,000 active;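 active = fold induction of absorbance versus untreated yeast above a set limit, then at least 30% activation at any dose in follow-up; inconclusive = repeats straddling the limit, or above it without dose testing; inactive = fold induction below the set limit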;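 also: activators that raise dye reduction in frataxin-depleted yeast; strong numbers were not always called active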
Large T inhibition: SV40 large T antigen inhibitors, biochemical (AID 1903). one-dose inhibition, % at 20 µM; IC50 in µM for titrated hits. 0.39% of 310,000 active. SV40 large T antigen ATPase/helicase inhibition assay; higher % means a stronger effect; in the data active = a potency from the dose series; inconclusive = inhibition mostly from about 32% at the one dose, without a potency; inactive = the rest, 99 in 100 with inhibition below about 32%; also: strong numbers were not always called active
GPR35 arrestin U2OS: GPR35 antagonists blocking zaprinast-driven arrestin recruitment, primary screen, imaging, U2OS, beta-arrestin-GFP, zaprinast agonist (AID 2058); G-protein coupled receptor 35 (Homo sapiens); U2OS GPR35 beta-arrestin-GFP translocation imaging, zaprinast antagonism; higher % means a stronger effect; inhibition, % at 10 µM; hits with a dose series show IC50 in µM; 0.052% of 290,000 active;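 active = inhibition of at least 50% with at least 30 cells and total cytoplasm GFP at most 10,000,000; inconclusive = under 30 cells or total GFP of 10,000,000 plus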
AID2073: inhibitors of Mint1-CaV2.2 protein interaction, biochemical, HTRF (AID 2073). 0.19% of 290,000 active. Voltage-dependent N-type calcium channel subunit alpha-1B (Homo sapiens). one-dose inhibition, % at 20 µM; IC50 in µM for titrated hits. HTRF protein-protein interaction, Mint1-CaV2.2; higher % means a stronger effect; in the data active = inhibition mostly above about 51%, no sharp cut-off; inconclusive = no clear call, values can overlap the other calls; inactive = mostly below about 53%; also: some results filed as inactive read as strong as hits
NTR1 ag cell count 20 µM: recorded beside NTR1 ag, whose call it bears; cell count; measured here: cell count, cytotoxicity flag
Numbers without * were called inactive; i = inactive; ? = inconclusive; nt = no result given.

Below each compound: NTR1 ag	NTR1 ag cell count 20 µM	NS5 inhibitors	GPR55 antagonists	GPR55 beta-arrestin	Rac1 GTP hydrolysis	Yfh1-off respiration	Large T inhibition	GPR35 arrestin U2OS	AID2073
> Nn1c(SCc2ccccn2)nncc1=O
    -1.4	55	-5.9%	2.7%	-0.1%	1.0%	i	1.7%	-3.6%	-0.4%
> CC(CCc1ccccc1)NC(=S)NC1CCCCC1 (stereo not drawn)
    1.2	37	-5.2%	5.6%	-0.2%	9.0%	i	2.2%	-12.9%	1.3%
> C=CCn1c(SCc2ccc(C#N)cc2)nnc1-c1ccc(C)cc1
    1.4	87	-4.0%	9.8%	0.3%	7.1%	i	28.9%	-0.1%	4.9%
> O=[N+]([O-])c1ccc(S(=O)(=O)NCCc2cn3ccccc3n2)cc1
    -2.9	105	0.7%	4.8%	?	-6.9%	i	22.1%	-15.7%	-3.7%
> CCCSc1nnc(Nc2ccccc2C)s1
    2.7	61	1.6%	-5.4%	-0.1%	9.0%	i	2.2%	5.8%	-2.0%
> COc1ccc(CNC(=O)C2CCN(S(=O)(=O)c3cccc4nonc34)CC2)cc1
    -0.9	38	-2.4%	0.0%	-0.2%	-1.4%	nt	7.6%	-10.3%	-3.8%
> CCC1=NN(C(=O)c2ccccc2O)C(O)(c2ccccc2)C1 (stereo not drawn)
    0.9	68	-3.2%	-6.7%	-0.2%	-3.6%	nt	15.7%	5.8%	17.0%
> COc1ccc(-c2cc(-c3ccccc3)n[nH]2)c(O)c1
    10.0	35	nt	1.6%	-0.1%	8.5%	i	2.4%	-30.6%	16.6%
> CC(C(=O)N1CCN(c2ccccc2F)CC1)c1ccc([N+](=O)[O-])cc1 (stereo not drawn)
    0.2	43	-0.4%	-0.4%	-0.2%	10.7%	nt	-2.9%	11.0%	-4.2%
> CC(=O)Nc1ccc(S(=O)(=O)N(C)CC(=O)OCCOc2cccc(C)c2)cc1
    0.6	82	-7.1%	4.5%	-0.1%	6.7%	nt	-3.4%	3.5%	6.9%
> O=C(NC(NC(=O)c1ccccc1)c1ccccc1)c1ccccc1
    2.2	44	-4.2%	2.0%	-0.2%	5.3%	i	3.1%	-8.8%	2.5%
> CN1CCN(S(=O)(=O)c2ccc(NC(=O)c3ccccc3F)cc2)CC1
    1.3	59	-3.9%	2.1%	-0.1%	4.1%	nt	2.9%	-0.2%	1.0%
> S=C(Nc1ccccc1)Nc1nc2ccccc2n1CCOc1ccc(Cl)cc1
    -0.5	45	-8.8%	1.7%	0.3%	11.1%	i	9.9%	-8.3%	3.6%
> CCOC(=O)C(=CNc1ccc(C#N)cc1)C(=O)OCC
    0.6	37	-7.1%	3.3%	-0.4%	2.1%	i	-13.9%	1.9%	-6.1%
> Cn1c(C(=O)OCC(=O)NCc2ccc(F)cc2)cc2occc21
    2.1	63	-7.4%	nt	nt	6.7%	nt	21.5%	nt	nt
> CCC(Nc1nc(-c2ccccc2)nc2ccccc12)C(=O)O (stereo not drawn)
    1.1	40	-1.4%	-0.3%	0.2%	0.1%	i	2.0%	-8.1%	-0.4%
> CCOC(=O)N1CCN(c2nc(C(F)(F)F)nc3c(C)cc(C)cc23)CC1
    5.1	73	2.3%	11.5%	0.8%	7.7%	i	0.1%	4.9%	4.7%
> O=C(CSc1ncccn1)NCc1ccc2c(c1)OCO2
    2.3	40	-4.1%	-0.2%	0.3%	6.3%	nt	-7.6%	1.1%	2.7%
> CCN(CC(=O)Nc1ccccc1C(F)(F)F)C(=O)Cc1ccccc1
    0.1	43	0.9%	1.6%	0.3%	4.4%	nt	-10.1%	3.4%	-0.2%
> CCN1CCN(C(=O)c2ccc(OC3CCN(CCc4ccccc4)CC3)cc2)[C@@H](C)C1=O
    0.7	63	2.6%	24.3%	-0.1%	6.8%	nt	15.6%	-6.7%	-1.3%
> COc1ccc(SC[C@H](Cc2ccccc2)N2CCN(CCc3ccccc3)CCC2=O)cc1
    8.4	77	-2.4%	2.4%	-0.1%	8.1%	i	4.6%	15.0%	-8.5%
> CCn1c(CN2CCN(C(c3ccccc3)c3ccccc3)CC2)nc2c1c(=O)n(C)c(=O)n2C
    5.1	85	-6.5%	0.0%	-0.1%	4.5%	nt	1.6%	1.9%	-9.2%
> Cc1cc(OCC(=O)N(C)c2ccccc2)cc2c1C(=O)CC(C)(C)O2
    2.1	62	-7.8%	7.0%	-0.4%	8.4%	i	41.4%	-5.0%	8.2%
> Cc1cccc(CCNC(=O)C2CCC(CNc3c(N4CCCC4)c(=O)c3=O)CC2)c1 (stereo not drawn)
    -0.6	58	0.0%	8.8%	-0.1%	16.1%	i	1.9%	2.7%	17.6%
> Cc1ccc(N2CCN(S(=O)(=O)N3CCOCC3)CC2)cc1C
    -1.0	93	-9.4%	9.0%	-0.4%	5.1%	i	-4.9%	11.3%	-9.3%
> N#CC1=C(SCC(=O)Nc2ccccc2)NC(=O)CC1c1ccc(O)cc1 (stereo not drawn)
    -1.1	74	-2.8%	5.8%	-0.1%	9.1%	i	5.2%	-1.4%	20.5%
> COc1ccccc1N1CCN(C(c2ccc(F)cc2)c2nnnn2C(C)C)CC1 (stereo not drawn)
    nt	nt	-7.5%	-2.2%	-0.2%	-0.4%	i	0.1%	10.1%	-4.3%
> Clc1ccccc1CNc1ncnc2nc[nH]c12
    -1.8	92	-4.1%	-6.1%	0.3%	0.1%	i	2.6%	-3.9%	6.7%
> CCCNC(=O)Nc1ccc(F)c(Cl)c1
    1.3	37	0.0%	-7.6%	-0.1%	4.9%	i	7.5%	-5.5%	-2.0%
> COc1ccc(-c2nc(-c3cccc([N+](=O)[O-])c3O)cc(=O)o2)cc1OC
    -0.6	42	-2.9%	5.8%	-0.2%	5.1%	i	-3.3%	-18.9%	13.4%
> CN1C(=O)NC2C1N(S(C)(=O)=O)CCN2S(C)(=O)=O (stereo not drawn)
    -0.6	44	-1.4%	11.0%	-0.2%	-0.5%	i	5.5%	-6.9%	-10.8%
> COc1cc(C(=O)OCC(=O)c2cc(C)n(CC3CCCO3)c2C)ccc1OCC(=O)N1CCOCC1 (stereo not drawn)
    -0.2	59	0.6%	nt	nt	-2.9%	nt	21.6%	nt	nt
> CCOc1ccc(C(=O)NCC(=O)N2CCN(c3ccccc3O)CC2)cc1
    1.5	41	-5.8%	-6.2%	-0.3%	8.8%	nt	7.2%	-7.7%	-7.1%
> COc1cc(NC(=O)c2ccc(NS(=O)(=O)c3c(C)noc3C)cc2)cc(OC)c1
    -1.3	54	-2.9%	23.2%	0.0%	5.1%	i	1.8%	2.9%	7.5%
> Cc1ccccc1CNC(=O)C(=O)NCCC1CCCCN1S(=O)(=O)c1cccs1 (stereo not drawn)
    0.9	74	7.3%	nt	nt	-1.6%	nt	11.3%	nt	nt
> Cc1cccc2nc(CNC(=O)C3CCC(=O)N(Cc4ccccc4F)C3)cn12 (stereo not drawn)
    0.8	51	2.2%	1.8%	-0.1%	6.5%	nt	22.1%	-0.8%	16.7%
> CC1CC(C)(C)NC(=S)N1CCCC(=O)NCc1ccccc1 (stereo not drawn)
    0.6	54	-0.7%	2.9%	-0.2%	-3.0%	i	9.2%	5.8%	-5.5%
> COc1ccc(N2CCN(C(=O)CSc3ccccc3N)CC2)cc1
    0.9	61	6.1%	7.8%	-0.1%	23.7%	i	10.6%	-2.5%	-9.4%
> COc1cccc(CN2CCNC(=O)C2CC(=O)NCCn2ccc3ccccc32)c1OC (stereo not drawn)
    1.6	97	-5.3%	5.4%	-0.1%	4.7%	i	7.3%	-9.6%	8.9%
> CC(C)OC(=O)CCCCCN1C(=O)CSC1=S
    0.1	65	-4.0%	14.8%	0.2%	-1.9%	i	-1.4%	-5.7%	-9.5%
> CCCCNC(=O)[C@H]1C[C@H]1[C@@H](O)[C@H](CO)NC(=O)[C@H](COCc1ccccc1)NC(=O)OC(C)(C)C
    0.4	79	-1.2%	0.3%	0.0%	-1.0%	nt	-5.4%	6.2%	7.8%
> COC(=O)c1ccc2[nH]c3c(c2c1)CC(C)CC3 (stereo not drawn)
    5.4	64	-5.4%	11.2%	-0.1%	0.0%	nt	-1.8%	-6.3%	35.1%
> CSc1nnc2c3ccccc3n(Cc3ccccc3)c2n1
    1.8	40	2.0%	-5.9%	-0.2%	7.7%	i	8.3%	5.1%	9.5%
> COc1ccc(C)cc1Nc1n[n+](C)c(-c2ccc(O)cc2O)s1
    -1.8	93	5.6%	-11.0%	0.1%	5.0%	nt	4.3%	3.1%	-8.4%
> CCN(CC)C(=O)C12C(=O)Oc3ccccc3C1C2(C)C(=O)c1ccc(F)cc1 (stereo not drawn)
    1.3	50	0.0%	11.4%	-0.1%	7.0%	i	9.9%	-5.6%	12.3%
> COP(=O)(/C=C/c1ccccc1)C(O)c1ccc(F)cc1 (stereo not drawn)
    -1.7	47	-3.2%	6.5%	-0.1%	11.0%	i	5.5%	-14.1%	0.0%
> O=C(O)c1cc(N/N=C/C(Cl)=C/c2ccccc2)ccc1Cl
    0.4	68	18.3%	-5.1%	0.8%	9.7%	i	18.0%	1.8%	4.0%
> Cc1cc2c(cc(C(=O)OCC(=O)NCc3cccs3)n2C(C)C)o1
    2.6	46	-2.1%	-13.2%	-0.1%	3.5%	i	15.5%	-7.9%	-16.2%
> CC(C)=NOC(=O)c1c(C)noc1-c1snnc1C
    -1.0	51	0.8%	12.7%	-0.3%	9.1%	i	10.6%	-13.8%	3.2%
> COc1ccc(-c2csc(N3CCC(c4ccccc4)CC3)n2)cc1
    1.3	83	-2.7%	-17.8%	0.1%	1.2%	i	25.4%	-4.3%	7.9%
